Screens as filed in PubChem.
Pf Dd2 inh: blocks in vitro growth of P. falciparum Dd2. P. falciparum Dd2 growth, SYBR Green, 72 h. Potency, µM (highest dose often 28.9 µM), without a hit: at the highest dose activity, negative = inhibition, usual class: inhibitors. 120,000 compounds, 4.3% hits. AID 1347417; active = well fitted inhibition curve with a large enough effect; inconclusive = small, poorly fitted or top-dose-only effect; inactive = no such curve, though single readings can be large or run the other way;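 note: plate controls were DMSO vehicle for no effect and reference drug for full effect; nearly all actives have a fitted effect of over 65% in size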
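Infected erythrocytes (Dd2, 0.3% parasitemia, 2.5% hematocrit final) are added to compound in RPMI-1640/Albumax II medium, grown 72 h at 37C in low oxygen, then lysed with saponin/Triton-X containing SYBR Green and read by fluorescence.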
Starred values were filed as active, the others as inactive; i = inactive; u = inconclusive; & = joins results of further samples; [ ] = remark or other dose. Potency is the fitted concentration of half-maximal effect. Some of the compounds tested; count on the stated rates, not on these rows.

SMILES	Pf Dd2 inh
Cn1cc(C(=O)N2C[C@@H](COCC3CC3)[C@H](c3ccccn3)C2)cn1	-19.9%
CC(C)c1ccc(CC(=O)N2CCCc3ncc(C(=O)NCC(C)(C)CO)cc32)cc1	i
O=[S+]1([O-])NCC2(CCN(Cc3ccc(F)cc3)CC2)Nc2ccccc21	8.91µM*
O=C(CSc1c2c(nc3ccc(Cl)cc13)CCCC2)N1CCCCC1	-14.7%
Cc1ccc(CNC(=O)c2ccc3c(c2)NC(=O)C(CS(=O)(=O)Cc2cccc(C)c2)N3)cc1 (configuration not stated)	45.0%[activator][5.79 µM]
COc1ccc(NC(=O)c2cc3cc(C)ccc3n2C)cc1	5.9%
Cc1cc(C)c(Cn2c(=O)n(CCC(=O)NCc3ccc4c(c3)OCO4)c(=O)c3ccccc32)c(C)c1	29.6%
O=C(NC[C@H]1OC[C@@H](NCc2cnc[nH]2)[C@@H]1O)c1cccs1	-10.2%[44.1 µM]
COc1cccc(CC(=O)N2CCC(N3C(=O)C(OCC4CC4)C34CCCCC4)CC2)c1 (configuration not stated)	u
CCCNC(=O)N1CCC(N2CC(OCC3CC3)C23CCCCC3)CC1 (configuration not stated)	8.91µM*
Cn1cccc1-c1cc(C(=O)N2CCOCC2CC(=O)Nc2ccccc2)[nH]n1 (configuration not stated)	-23.9%
CCc1ccc(S(=O)(=O)c2nnn3c2nc(NCCOC)c2ccccc23)cc1	-15.1%
COc1ccc(N(C(=O)c2ccc(Cl)cc2)S(=O)(=O)c2ccc(C)cc2)cc1	7.3%
CC(=O)N1CCC2(CC1)CN(C(=O)Cc1c(C)noc1C)Cc1ccccc1O2	6.9%
O=C(NCCN1CCCC1)C1Cn2cccc2C(=O)N1Cc1cccnc1 (configuration not stated)	19.0%
Cc1cccc(NC(=O)COc2ccc3oc4c(c3c2)CCCC4)c1	32.6%
CC1Oc2ccc(NC(=O)c3cccs3)cc2CN(CCOc2ccccc2)C1=O (configuration not stated)	u
CC1=C[C@@H](CNC(=O)c2ccco2)[C@H](C(C)C)C[C@H]1CC(=O)N(C)Cc1ccccc1	-7.7%[44.1 µM]
CC1=C[C@@H](CN2CCN(C)CC2)[C@H](C(C)C)C[C@H]1Cc1nnc(-c2ccc(C)cc2)o1	u
Cc1cnc(C(=O)N[C@@H]2CCC[C@@H]2C(=O)NCc2cc(F)cc(F)c2)cn1	12.9%
O=C(CC1CCCCC1)N1CC2CC(C1)[C@H]1CCCC(=O)N1C2 (some centres not stated)	-3.6%
COc1ccccc1CNc1nc2ccc(Cl)cc2n2cnnc12	12.6%
CCc1nn2c(-c3ccco3)ccnc2c1-c1ccc(F)cc1	22.4%
COc1ccc(CCNC(=O)C(=O)NCC(c2ccco2)S(=O)(=O)c2ccccc2)cc1OC (configuration not stated)	10.0%
CCOC(=O)CC(NC(=O)CCc1c(C)nc2c(c(C)nn2-c2ccc(C)c(C)c2)c1C)c1ccc(C)cc1 (configuration not stated)	4.47µM*
CCc1ccc(-n2c(=O)c3cccnc3n2CC(=O)Nc2cc(OC)ccc2OC)cc1	u
Cc1c(CC(=O)NCCc2ccccc2)c(=O)oc2c(C)c3occ(C(C)(C)C)c3cc12	-23.0%
COCCN1C(=O)c2ccccc2C(C(=O)NCCCOC(C)C)C12CCCCC2 (configuration not stated)	-6.8%
c1ccc(CN2CCC(Oc3cnc4c(ccn4-c4cncnc4)c3)CC2)cc1	-7.1%[44.1 µM]
CCOC(=O)c1c(C)oc2nc(C)nc(NCC3CCN(Cc4cc(C)ccc4C)CC3)c12	-3.2%
CCN1CCC2(CCC1=O)CN(Cc1nnc(-c3cccnc3)o1)CCN2C (configuration not stated)	-5.6%
COc1ccc(C2=NOC3(CCCN([S+](=O)([O-])c4cccs4)C3)C2)cc1 (configuration not stated)	-7.6%
O=C(CCc1ccnc(N2CCOCC2)c1)N1CCCN(c2ncccn2)CC1	16.4%
Cc1noc(C)c1-c1cc2cc(C(C)C)oc2c(NCc2cccnc2)n1	u
CNC(=O)[C@@H]1C[C@H](Oc2ccccc2)CN1C(=O)CCC1CCCC1	-1.6%
Cc1ccc(C)c(N2CCN(C(=O)Cn3c(=O)c4cccn4c4ccc(F)cc43)CC2)c1	-9.1%
COC[C@@H]1CN(C(=O)c2cccn2C)C[C@H]1c1nc(C2CC2)no1	-23.6%
CCOc1ccc(NC(=O)Cn2c(=O)c(-c3noc(C)n3)c3n(c2=O)CCCCC3)cc1	16.6%
Cc1ccc(-n2ncc3c(NC4CCCCC4)ncnc32)cc1C	i
O=C(c1ccccc1OCC1CCCN(Cc2ccncc2F)C1)N1CCCC1 (configuration not stated)	u
CC1=C[C@@H](CNC(=O)CCCC(=O)O)[C@H](C(C)C)C[C@H]1Cc1nc2ncccc2[nH]1	u
COCCNC(=O)CCc1c(C)n(C)c2cc(-c3cc(OC)c(OC)c(OC)c3)nn2c1=O	i
Cc1cc(Cl)ccc1S(=O)(=O)NCCn1c(C)cnc1C1CCC1	6.31µM*
CCCCC(=O)NC1CCN(c2cnn(CC3CC3)c(=O)c2)CC1	u
CCc1ccc(NC(=O)Cn2c(-c3ccc(Cl)cc3)nc(C)c(CCO)c2=O)cc1	-11.7%
Cc1ccc(OCC(=O)NCC2(N(C)C)CCCCC2)cc1C	i
Cc1ccc(NC(=O)N2CCC(CN3CCCCCC3)CC2)c(Cl)c1	u
O=C(c1ccccc1F)N1CCC2(CC(c3cccc(C(F)(F)F)c3)=NO2)C1 (configuration not stated)	7.0%
O=C(Nc1ccc2c(N3CCCCC3)ncnc2c1)c1ccc(F)cc1F	u
Cc1cccc(NC(=O)c2cnc(-c3ccccc3)nc2-c2ccncc2)c1C	-14.2%
O=C(c1cscn1)N1CCC2(CC1)CN(c1ccncn1)CC2CO (configuration not stated)	25.0%
O=C(c1ccc2c(c1)OCO2)N1CCn2c(nnc2-c2ccccc2)C1	i
COc1cccc(CC(=O)NCc2nnc3ccc(-c4ccc(C)c(C)c4)nn23)c1	i
Cc1cccc(CNC(=O)C2CCCN(c3cnc4nc(C)c(C)nc4c3)C2)c1 (configuration not stated)	u
COc1cccc(N2C(=O)NC(=NC3CCCCC3)C23CCN([S+](=O)([O-])c2ccccc2)CC3)c1	-2.5%
CNC(=O)C(C)(C)N1CCC[C@H]1C(=O)N1CCC(C)CC1	-10.8%[44.1 µM]
CNC(=O)c1cc(Br)cn2ccnc12	-23.1%&-23.7%[44.1 µM]
Cc1c(-c2ccc(Cl)cc2)n[nH]c1C(=O)N[C@@H]1CCNC[C@H]1O	9.9%
O=C(Nc1cccc(Cl)c1)C1=NO[C@@H]2CN(c3ccccn3)C[C@H]12	-22.7%[44.1 µM]
CCN1C(=O)CCN(S(=O)(=O)c2cccc(F)c2)CC12CCOCC2	4.7%
Next results follow.
SMILES	Pf Dd2 inh
COCC(=O)N1CCOC[C@H](Oc2cnccn2)C1	30.3%[activator][44.1 µM]
O=C(Nc1nccs1)[C@@H]1C[C@@H](c2ccc(F)cc2)N(Cc2ccccc2)C1	u
CCOC(=O)c1[nH]c(C)c(CCC(=O)Nc2cccc(SC)c2)c1C	53.0%[activator][5.79 µM]
CCC(C)NC(=O)CC1Sc2ncccc2N(CC)C1=O (configuration not stated)	-8.2%
O=C(CSCc1ccc(F)cc1)N1CCc2c([nH]c3ccccc23)C1c1ccc(F)cc1 (configuration not stated)	u
CNC(=O)[C@@H](C1CC1)N1CCC[C@H]1C(=O)N1CCCCC1	12.2%[44.1 µM]
CCS(=O)(=O)N1CCC2(CC1)OC(=O)C(C)=C2C(=O)NCc1ccc(OC)c(OC)c1	39.1%[activator]
O=C(c1ccccn1)N1CCC2(CC1)CC(N(Cc1ccccc1)C1CC1)CCO2 (configuration not stated)	-6.1%
CCCC(=O)Nc1cc(C(=O)NCc2ccccc2)ccc1S(=O)(=O)c1ccc(Cl)cc1	-12.7%
O=S(=O)(NC[C@H]1OC[C@@H](NCc2ccc(F)cc2)[C@@H]1O)c1ccccc1	u
CC(C)c1ccc(CN2CC[C@@H]3OCC(=O)N(Cc4ccccc4)[C@H]3CC2)cc1	10µM*
CCNC(=O)c1ccc2nc(Cc3ccccc3)oc2c1	u
COC[C@@H]1CN(C(=O)COc2cccc(C)c2)C[C@H]1c1ccncc1	13.3%
O=C(Cc1cccc(F)c1)NC1CCN(c2ccc(F)cc2)C1=O (configuration not stated)	5.2%
COc1ccc(CCNCc2ccc3c(c2)n(C)c(=O)n3C)cc1OC	u
CCOc1ccc(NC(=O)CSc2ncc3c(n2)-c2ccc(Cl)cc2N(Cc2ccccc2)S3(=O)=O)cc1	i
CC(=O)Nc1ccc(CN2CC[C@H](c3nnc(C(C)(C)C)o3)C2)cc1	u
COc1ccc(-c2c3c(=O)n(C)c(=O)n(C)c3c3c(-c4ccccc4)nc4ccccc4n23)cc1	u
Cc1ccc(N2CCN(S(=O)(=O)c3ccc4[nH]c5c(c4c3)CCCCC5)CC2)c(C)c1	-13.7%
O=C1Nc2ccccc2C12CN(Cc1cncs1)C2	4.9%[44.1 µM]
COc1ccc(CN[C@@H]2C=C[C@@H](c3c(C)nn(-c4cccc(Br)c4)c3C)C2)cc1	u
COc1ccc(CN2C[C@@H](CO)[C@H](c3nc(C)no3)C2)cc1C	u
CN(CC1(C)CCOCC1)C(=O)c1cccs1	11.4%
CCCc1noc(-c2cn(C3CCN(C(=O)c4ccsc4)CC3)nn2)n1	i
CCC(C)(C)NC(=O)Cn1c(=O)ccc2cc(S(=O)(=O)N3CCC(C)CC3)ccc21	u
COc1ccccc1-c1cc(C(=O)NCc2c(C)cc(C)[nH]c2=O)c2c(c1)N(C)CCO2	-29.0%[44.1 µM]
Cc1ccc(S(=O)(=O)Cc2noc([C@@H]3C[C@@H](O)CN3CC3CCCCC3)n2)cc1	i
CCOc1ccc(CC(=O)N2CCCN(c3cc(-c4ccc(F)cc4)[nH]n3)CC2)cc1OCC	i
Cc1cc(C)n2c(Nc3ccc4c(c3)OCCO4)c(-c3ccccc3)nc2n1	u
Cc1ccc2nc(N(Cc3cccnc3)C(=O)CCc3ccccc3)sc2c1	u
CC1=C[C@@H](CNC2CCN(C)CC2)[C@H](C(C)C)C[C@H]1Cc1nc2ccc(F)cc2[nH]1	-21.8%[44.1 µM]
O=S(=O)(NC[C@@H]1CCNC[C@H]1O)c1ccc(OC(F)(F)F)cc1	11.9%
O=C1CCN(C(=O)C2CCN(S(=O)(=O)c3cccc(F)c3)CC2)CCCCCCN1	i
Cn1cc(S(=O)(=O)N2CCCCCC2)cc1C(=O)N1CCN(c2cccc(Cl)c2)CC1	-25.4%
CN(C)[C@H]1CCCCN(C(=O)c2cccc(-c3cccc(F)c3)c2)C1	u
CCOC(=O)C1CCN(S(=O)(=O)c2cc(-c3cc(C)no3)ccc2OC)CC1	i
CCn1ccc2cc(S(=O)(=O)N3CCC(C(=O)NCc4ccc(F)cc4)CC3)ccc21	13.1%
CC(C)CN1C(=O)c2ccccc2C(C(=O)NCc2ccco2)C12CCCC2 (configuration not stated)	-20.6%
CC(=O)Nc1ccc(-n2c(CCC(=O)O)ccc2-c2ccc(C)cc2)cc1	2.4%
O=C(Nc1ccc(F)cc1)C1CC(=O)N(c2n[nH]c3cc(Br)ccc23)C1 (configuration not stated)	-0.5%
Cc1ccc(NC(=O)C2CCN(S(=O)(=O)c3cccc4nsnc34)CC2)cc1	-15.2%
O=C(Nc1cccc(F)c1)c1oc2ccccc2c1NC(=O)C12CC3CC(CC(C3)C1)C2	u
O=C([C@H]1CCC[C@@H](O)C1)N1CCN(Cc2ccc(C(F)(F)F)cc2)CC1	-8.7%
FC1CCN(Cc2cn(Cc3ccccc3)nc2-c2cc3ccccc3o2)CC1	7.94µM*
O=C1NC2(CCCN(C(=O)c3ccc(F)cc3)C2)Oc2ccccc21 (configuration not stated)	-4.7%[44.1 µM]

7 entries already listed, ordered by SMILES length, lowest first.
SMILES	Pf Dd2 inh
O=C1NC2(CCCN(C(=O)c3ccc(F)cc3)C2)Oc2ccccc21 (configuration not stated)	-4.7%[44.1 µM]
FC1CCN(Cc2cn(Cc3ccccc3)nc2-c2cc3ccccc3o2)CC1	7.94µM*
Cc1ccc(NC(=O)C2CCN(S(=O)(=O)c3cccc4nsnc34)CC2)cc1	-15.2%
O=C(Nc1ccc(F)cc1)C1CC(=O)N(c2n[nH]c3cc(Br)ccc23)C1 (configuration not stated)	-0.5%
O=C1CCN(C(=O)C2CCN(S(=O)(=O)c3cccc(F)c3)CC2)CCCCCCN1	i
CCn1ccc2cc(S(=O)(=O)N3CCC(C(=O)NCc4ccc(F)cc4)CC3)ccc21	13.1%
CC1=C[C@@H](CNC2CCN(C)CC2)[C@H](C(C)C)C[C@H]1Cc1nc2ccc(F)cc2[nH]1	-21.8%[44.1 µM]

Returning to the listing; the two compounds before the break are reprinted first.
SMILES	Pf Dd2 inh
FC1CCN(Cc2cn(Cc3ccccc3)nc2-c2cc3ccccc3o2)CC1	7.94µM*
O=C1NC2(CCCN(C(=O)c3ccc(F)cc3)C2)Oc2ccccc21 (configuration not stated)	-4.7%[44.1 µM]
CCOCCCNC(=O)NCCc1noc(-c2cccnc2)n1	6.9%
COc1ccc(-c2ccc3nnc(CNC(=O)Cc4cccc(F)c4)n3n2)cc1	u
CCOC(=O)c1c(S(=O)(=O)N2CCCC(C(=O)Nc3cccc(C#N)c3)C2)c(C)n(C)c1C (configuration not stated)	i
O=C(NCCc1ccccc1)c1ccc(Cn2c(SCc3cccc(F)c3)nc3cccnc32)cc1	12.6µM*
COc1cc(F)ccc1-c1cc(-c2c(C)noc2C)c2cncn2c1	3.55µM*
Cc1ccc(C(=O)Nc2ccc(Br)cc2)cc1S(=O)(=O)NCc1ccccc1	u
C[C@@]1(O)CCN(CC(=O)N2CCOc3ccccc32)C[C@@H]1O	-7.7%
O=C([C@H]1CN2CCC1C[C@@H]2Cn1cc(CSc2ccccc2)nn1)N1CCOCC1 (some centres not stated)	7.8%[44.1 µM]
O=S(=O)(NCc1csc(-c2ccccc2)n1)c1ccccc1	35.2%[activator]
Cc1ccc(C(=O)Nc2ccc(C(=O)O)cc2)cc1S(=O)(=O)N1CCC(C)CC1	i
